HTRA1 inhibitor: blocks human HTRA1 serine peptidase; actives 0.5% (n = 340,000); Q92743; inhibition, % at 5.96 µM; recombinant HTRA1, FP-rhodamine activity-based probe, fluorescence polarization; in the data active means inhibition above about 36%;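 further: 0% = enzyme with DMSO and 100% = wells lacking enzyme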
Target sequence (Q92743 whole entry, looked up): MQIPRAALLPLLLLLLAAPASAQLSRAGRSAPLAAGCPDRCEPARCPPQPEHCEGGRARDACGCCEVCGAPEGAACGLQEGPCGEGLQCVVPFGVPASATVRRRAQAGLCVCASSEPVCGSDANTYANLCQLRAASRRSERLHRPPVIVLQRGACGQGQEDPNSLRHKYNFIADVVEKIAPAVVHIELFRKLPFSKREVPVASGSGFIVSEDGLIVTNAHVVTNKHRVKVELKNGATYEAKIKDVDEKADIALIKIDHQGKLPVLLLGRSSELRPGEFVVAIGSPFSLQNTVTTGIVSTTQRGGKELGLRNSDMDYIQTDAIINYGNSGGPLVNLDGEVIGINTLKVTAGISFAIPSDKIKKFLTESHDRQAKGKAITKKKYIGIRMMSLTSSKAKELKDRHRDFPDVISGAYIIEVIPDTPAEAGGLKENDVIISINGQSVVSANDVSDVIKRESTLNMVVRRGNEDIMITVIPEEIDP
LEDGF integ inh: blocks HIV-1 LEDGF/p75-dependent DNA integration | AID 743269 | TR-FRET IN-LEDGF/p75 DNA integration, Eu/Cy5 | actives 0.64% (n = 370,000) | inhibition, % at 3.7 µM;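 active means inhibition above the screen-wide mean plus 3 SD, cut at about 13% in these data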;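 further: signal is the Cy5 over europium emission ratio at 671 and 618 nm; 0% = plate median of compound wells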
TDP2 absorb: TDP2 (human) inhibition, absorbance primary screen | AID 720702 | recombinant TDP2, T5PNP hydrolysis, p-nitrophenol absorbance 415 nm | O95551 | inhibition, % at 12.8 µM | actives 0.34% (n = 370,000);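 active means inhibition above the mean of all tested compounds plus 3 SD, set per campaign, cut at about 25% in these data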;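 further: 0% = DMSO with enzyme and 100% = buffer with substrate but no TDP2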
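Material: recombinant human TDP2; quantity: TDP2 enzyme at 120 nM final; medium: Tris-HCl pH 7.5 with MgCl2; compound: single concentration, 12.8 µM nominal, with 1% DMSO; incubation: 2 h enzyme incubation at 37 °C; signal: epi absorbance; measure: percent inhibition; benchmarks: high control without enzyme, low control DMSO plus TDP2; repeats: singlicate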
Rev-erbA mod: Rev-erb alpha (human) modulation | Rev-erbα–FITC-DNA binding, fluorescence polarization, 90 min | activity, % at 10 µM | actives 0.79% (n = 370,000) | P20393;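 active means activity above about 14%, limit read from the data; passing the limit was not always enough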;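 further: 0% = DMSO wells with 35 nM protein and 100% = DMSO wells with 750 nM protein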
mABHD4 FP: inhibits mouse alpha/beta hydrolase domain 4. AID 720543. actives 0.54% (n = 370,000). inhibition, % at 8.92 µM. purified mABHD4, FP-Rh probe fluorescence polarization;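 active means inhibition exceeding the mean over every tested compound plus 3 SD, cut at about 30% in these data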;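 further: 0% = plate median of compound wells and 100% = S159A mutant with DMSO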
Target sequence (Q8VD66 whole entry, looked up, the tested form may be a part): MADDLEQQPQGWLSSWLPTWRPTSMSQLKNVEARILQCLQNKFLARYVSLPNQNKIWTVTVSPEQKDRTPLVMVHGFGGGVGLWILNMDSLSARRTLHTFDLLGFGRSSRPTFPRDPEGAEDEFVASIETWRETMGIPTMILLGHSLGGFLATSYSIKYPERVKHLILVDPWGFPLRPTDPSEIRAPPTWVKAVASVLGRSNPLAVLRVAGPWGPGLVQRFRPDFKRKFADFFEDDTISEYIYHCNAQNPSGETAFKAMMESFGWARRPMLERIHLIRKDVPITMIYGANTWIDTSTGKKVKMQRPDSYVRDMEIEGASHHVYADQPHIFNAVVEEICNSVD
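Assay system: mABHD4 protein; medium: HEPES pH 7.0, NaCl, Pluronic buffer; dosing: 8.92 µM, single dose; schedule: 45 min + 60 min at 25 °C; signal: FP readout, ex 525 nm / em 598 nm; read-out: normalized percent inhibition of probe labeling; repeats: single replicate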
SIAE inh: inhibitors of human sialic acid acetylesterase SIAE | Q9HAT2 | SIAE FP-Rh probe binding, fluorescence polarization | inhibition, % at 9.66 µM | actives 0.69% (n = 370,000) | AID 1053197;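 active means inhibition above a cutoff: mean of compounds within the control limits plus 3 SD of those, cut at about 17% in these data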;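 further: 0% = plate median of compound wells and 100% = probe without SIAE protein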
TCR-CD3 inh: blocks the human TCR-CD3 interaction; TAMRA-labeled TCR probe fluorescence, biochemical; inhibition, % at 9.4 µM; actives 0.37% (n = 360,000); AID 651800; in the data active means inhibition above about 19%;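 further: recombinant mutant TCR 2C K166C tagged with TAMRA read by polarization; 0% = receptor in buffer alone and 100% = receptor with positive control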
rCAG RNA binder: binds r(CAG) RNA repeats; inhibition, % at 3 µM; actives 1.3% (n = 370,000); AID 651821; r(CAG) RNA repeat, TO-PRO-1 dye displacement fluorescence;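 active means inhibition above the plate cutoff, the mean of all test compounds on that plate plus 3 SD, cut at about 35% in these data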;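 further: 0% = DMSO alone and 100% = 100 µM mitoxantrone as full dye displacement; higher means more dye released from RNA so lower well fluorescence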
PRMT1 FP inh: inhibitors of human PRMT1. recombinant PRMT1, activity-based probe fluorescence polarization. inhibition, % at 2.79 µM. actives 1.3% (n = 370,000). AID 652257;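 active means inhibition above about 21% made by adding two undisclosed values, limit read from the data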
PG9 Ab binder: PG9 antibody binding by small molecule; TR-FRET gp120-PG9 antibody binding; inhibition, % at 6.7 µM; actives 0.43% (n = 360,000); AID 624416; in the data active means inhibition above about 8.5%
* marks the source's active call; other numbers are inactive results; . = not tested or not shown. Some of the compounds tested. The share of hits here may be higher or lower than overall.

SMILES	HTRA1 inhibitor	LEDGF integ inh	TDP2 absorb	Rev-erbA mod	mABHD4 FP	SIAE inh	TCR-CD3 inh	rCAG RNA binder	PRMT1 FP inh	PG9 Ab binder
CCC(=O)NC(c1ccco1)c1cc(Br)c2cccnc2c1O (stereo not given)	.	-9	6	-3	20	19*	-2	12	-6	-0.8
N/C(=N\OC(=O)c1ccc(Cl)cc1)c1[nH]ncc1Br	-6	-1	-4	-3	-1	-18	-9	1	3	-0.2
CC(C)C1Cc2c(sc3c2c(=O)n(-c2ccccc2)c2n[nH]c(=S)n32)CO1 (stereo not given)	1	6	-18	-3	-12	-6	13	11	7	0.0
CCN(C(=O)CCS(=O)(=O)c1ccc(Br)cc1)c1ccc2c(c1)OCO2	4	-2	15	-1	5	6	7	-4	3	-0.5
Cn1nc(C(F)(F)F)cc1-c1ccc(/C=C(\C#N)C(=O)c2cccc(C(F)(F)F)c2)s1	.	0	-1	-3	1	5	-6	4	5	2.0
CN(C)[C@H]1CCN(c2ccc3c(c2)O[C@H]2CCN(C2)S3(=O)=O)C1	.	-3	-12	-5	-3	1	.	5	1	.
COc1cc(C(=O)NCCNc2nc3cc(C)ccc3cc2C#N)cc(OC)c1OC	10	-1	5	-1	2	5	5	-5	3	3.3
O=C(CSc1n[nH]c(=O)[nH]c1=O)NC1CC1	-4	0	6	0	-1	0	-4	-1	1	1.3
CCOc1cccc(CNc2ccc(O)cc2)c1OCc1ccccc1Cl	52*	11	13	0	55*	30*	24*	11	10	-2.5
COc1ccc(Oc2c(OC)cc(NCc3ccc(CN)cc3)c3ncccc23)cc1	20	2	7	-25	21	5	18	22	7	0.6
Cc1cc(Cl)ccc1OCCCC(=O)NO	18	3	-10	6	20	16	7	2	1	-1.5
COc1cc(NC(=O)CN2C(=O)NC(c3ccccc3)(c3ccccc3)C2=O)cc(OC)c1	-40	0	-13	4	-29	-17	7	3	-2	0.3
CC(C)N1CCCCC(NC(=O)c2cccc(C(F)(F)F)c2)C1=O (stereo not given)	.	6	-4	10	2	1	.	-1	-1	.
CCOC(=O)C1CCCN(c2ccc(NC(=O)c3snc4c(=O)[nH]c(C)nc34)cc2)C1 (stereo not given)	8	1	1	-6	8	-2	8	5	1	-2.5
C#CCOCCOCCOCCNc1nc(N2CCN(C(=O)CCCCCCCCCCNC(=O)[C@@H](CCSC)n3cc(CCO)nn3)CC2)nc(N2CCN(C(=O)CCCCCCCCCCNC(=O)[C@@H]([C@H](C)O)n3cc(C)nn3)CC2)n1	-55	-2	0	1	-5	-40	9	17	0	-1.0
CCc1nc2ccccc2n(CC)c1=O	-1	4	6	-5	5	13	-2	2	-3	1.4
C/C(=N/NC(=O)c1cc(O)c(O)c(O)c1)c1ccc([N+](=O)[O-])cc1	76*	31*	-2	-11	32*	13	55*	14	16	-2.4
CCOc1ccc(C2C(C(=O)Nc3cc(C)on3)c3ccccc3C(=O)N2CCN2CCOCC2)cc1 (stereo not given)	-16	-6	-1	0	3	-8	-5	-4	4	-1.3
COc1cc(CCC(=O)Nc2c(C(=O)N3CCN(c4ccccc4OC)CC3)oc3ccccc23)on1	-9	1	1	4	-3	2	1	-5	-3	-1.6
Cc1ccc(S(=O)(=O)N2CCN(CC(=O)N/N=C\c3ccccn3)CC2)cc1	9	-5	-4	0	-1	-6	-3	1	0	-1.3
CNS(=O)(=O)c1cccc(C(=O)OCC(=O)N(CCC#N)c2ccccc2)c1	5	2	5	-1	-2	-5	-2	-8	-5	-1.3
COc1ccc(OC)c(NC(=O)C2CC(=O)N(c3ccccc3)C2)c1 (stereo not given)	1	4	4	-2	-4	1	-3	0	-1	-2.8
Cc1ccc(CNC(=O)C23CN(Cc4ccccc4)CC2C(c2cccc([N+](=O)[O-])c2)=NO3)cc1 (stereo not given)	-22	3	-2	1	-10	-6	-1	10	6	3.5
Cc1cc(NC(=O)COC(=O)c2c(C)nn(-c3ccccc3)c2C)no1	-2	-2	0	1	1	-5	8	-4	-2	-0.5
O=C(CCn1c(=O)[nH]c2ccsc2c1=O)Nc1ccc(F)c(F)c1	-2	-1	3	4	-2	6	-7	-1	-3	0.8
CCC(Sc1ccc2nnc(-c3cccnc3)n2n1)C(=O)OC (stereo not given)	-6	0	-6	0	-3	4	5	-1	-2	-1.8
O=C1C2C(C(=O)N1/N=C/c1ccc(N3CCCCC3)o1)C1C=CC2C12CC2 (stereo not given)	6	2	0	7	8	4	6	-1	3	-2.4
OCc1ccc(-c2cccc3nccn23)cc1	.	0	-7	0	6	-3	6	0	0	2.0
CCSc1nnc(NC(=O)C2CC=CCC2C(=O)O)s1 (stereo not given)	0	4	-10	7	-17	-1	-6	1	2	-0.5
Cc1cccc(C)c1NC(=O)C(c1ccccc1F)n1c(=O)c(-c2ccco2)nc2ccccc21 (stereo not given)	.	3	1	-1	-20	-15	-3	33	17	-1.8
COc1ccccc1NC(=O)c1c(Nc2ccccc2C)sc(C(=O)Nc2cccc(Cl)c2)c1N	-66	-5	3	10	-71	-71	21*	26	-3	0.4
CCCC(NC(=O)c1c(C)noc1C)C12CC3CC(CC(C3)C1)C2 (stereo not given)	4	0	-6	0	2	-1	0	-1	1	3.3
COC(=O)c1ccc(NC(=O)CSc2nnc(-c3ccncc3)n2C)cc1	4	3	7	7	-2	-2	3	-3	-3	1.3
O=C(O)C1CC=CCC1C(=O)NC12CC3CC(CC(C3)C1)C2 (stereo not given)	1	0	8	-1	-2	1	7	2	0	-1.5
CCOc1ccc(-c2cc(C(=O)O)c3ccccc3n2)cc1	-6	-1	3	1	1	-6	8	6	0	4.1
O=C(Oc1ccc2ccccc2c1Cl)N1CCCCCC1	-8	4	-2	3	23	-4	-5	-4	-2	-2.5
COc1cc2c(cc1NC(=O)COC(=O)[C@@H](NS(=O)(=O)c1ccccc1)C(C)C)oc1ccccc12	-6	-1	-2	1	-22	-25	4	16	-1	0.6
COC(=O)CCCC(=O)N1CCCC(N(C)CCc2ccccc2)C1 (stereo not given)	7	5	-21	-11	-9	-11	7	-6	-1	-3.1
Cc1cc(C)nc(-n2ncc3c2CC(c2ccc(C(C)C)cc2)CC3=O)n1 (stereo not given)	-19	4	-7	4	-10	4	3	-4	-2	0.3
CC(C(=O)NC1C=CS(=O)(=O)C1)N1C(=O)/C(=C/c2ccc(Cl)cc2)SC1=S (stereo not given)	-1	0	7	2	-21	12	-3	8	6	0.3

Structures shown so far that contain a thiophene ring, fused or not:
SMILES	HTRA1 inhibitor	LEDGF integ inh	TDP2 absorb	Rev-erbA mod	mABHD4 FP	SIAE inh	TCR-CD3 inh	rCAG RNA binder	PRMT1 FP inh	PG9 Ab binder
CC(C)C1Cc2c(sc3c2c(=O)n(-c2ccccc2)c2n[nH]c(=S)n32)CO1 (stereo not given)	1	6	-18	-3	-12	-6	13	11	7	0.0
Cn1nc(C(F)(F)F)cc1-c1ccc(/C=C(\C#N)C(=O)c2cccc(C(F)(F)F)c2)s1	.	0	-1	-3	1	5	-6	4	5	2.0
O=C(CCn1c(=O)[nH]c2ccsc2c1=O)Nc1ccc(F)c(F)c1	-2	-1	3	4	-2	6	-7	-1	-3	0.8
COc1ccccc1NC(=O)c1c(Nc2ccccc2C)sc(C(=O)Nc2cccc(Cl)c2)c1N	-66	-5	3	10	-71	-71	21*	26	-3	0.4

Remaining list, next part:
SMILES	HTRA1 inhibitor	LEDGF integ inh	TDP2 absorb	Rev-erbA mod	mABHD4 FP	SIAE inh	TCR-CD3 inh	rCAG RNA binder	PRMT1 FP inh	PG9 Ab binder
COc1ccc(NC(=O)C2CCN(C(=O)Nc3ccc(C)cc3)CC2)cc1OC	0	-2	10	5	7	3	-9	-7	1	-1.2
COc1ccc(-n2ccnc2SCC(=O)NC2CCCC2)cc1	-7	0	11	2	-3	1	-2	2	0	1.0
CN(c1cccnc1)c1ccc(NC(=O)Cc2c[nH]c3ccccc23)cc1-c1ccc(C(C)(C)C)cc1	.	7	0	-1	23	10	-6	16	-5	-1.9
Cc1c(CCC(=O)NC2CC2)c(=O)oc2cc(O)ccc12	3	-1	3	0	0	6	11	-3	-1	-0.1
COc1ccc(S(=O)(=O)NC(=O)C2(C)CCN2C(=O)C2CC2)cc1 (stereo not given)	.	1	8	0	-1	7	1	4	-6	-1.9
CCCc1cc2nnc(SCC(=O)N(C)C3CCCCC3)n2c(N)n1	-7	0	14	-2	2	1	5	-4	-3	-2.2
Cc1cccc(NC(=O)/C=C/c2cccs2)n1	-6	1	-3	1	-2	1	4	1	-1	-0.4
CCc1ccc(OCC(=O)NNC(=O)c2ccc(-n3cncn3)c([N+](=O)[O-])c2)cc1	5	2	16	4	1	8	-3	10	-1	-1.9
O=C(COC(=O)c1oc2ccccc2c1CSc1ccc(Cl)cc1)NC1CCCC1	-17	0	-4	6	-1	-3	9	-1	0	-1.6
O=C(CCNS(=O)(=O)c1ccccc1C(F)(F)F)N1CCN(S(=O)(=O)c2cccc(Cl)c2)CC1	-4	2	-18	2	3	1	2	-5	-1	-2.3
Cc1cccc(NC(=S)N2CCN(c3ccc(F)cc3)CC2)c1	-5	-3	-7	-1	-5	2	-5	2	7	1.4
COc1ccc(N(CC(=O)NC2CCCCC2)S(=O)(=O)c2c(C)[nH]c(=O)[nH]c2=O)cc1	10	-6	0	-4	1	-1	5	6	-1	0.3
CC(C)OC(=O)C1C(=O)CC(C)(O)C(C(=O)OC(C)C)C1c1ccccc1 (stereo not given)	-6	0	1	7	5	-2	4	-8	1	-0.2
CC1=Nc2cc(Cl)ccc2Oc2ccccc21	-6	-6	-4	-1	0	-1	-3	4	5	-0.4
Cc1ccc(CNC(=O)CSc2nc3ccccc3c(=O)n2CC2CCCO2)cc1 (stereo not given)	-5	-6	7	-2	2	1	-5	0	5	-0.1
CCCCN(C)C(=O)c1oc2ccc(S(=O)(=O)N3CCCCCC3)cc2c1C	-12	3	-9	-1	4	1	-1	-6	-2	-0.5
NS(=O)(=O)c1ccc(CCNC(=O)CNC(=O)c2ccccc2F)cc1	2	0	-13	-4	10	-4	5	1	-1	-1.2
CC1CCN(CCOCCSc2ccc(Cl)cc2)CC1	-4	1	-4	-5	3	-5	0	-3	0	-3.7
O=C(NCc1ccncc1)Nc1ccc2c(c1)OCO2	2	-1	-6	-4	1	-5	3	2	-1	-0.9
CN(C)CCN(C(=O)CN1C(=O)c2ccccc2C1=O)c1nc2cc3c(cc2s1)OCCO3	-4	1	6	1	-1	4	1	-3	19	-1.9
CC1CCN(C(=O)c2ccc(S(=O)(=O)N3CCOCC3)cc2)CC1	4	-2	4	-1	6	1	-8	-2	7	-0.7
CCOC(=O)CSc1ccccn1	-9	3	12	0	-6	4	5	-2	5	0.6
CN(C)c1ccc(NC(=O)c2sc(SCC(=O)Nc3nccs3)nc2N)cc1	5	-3	9	4	18	24*	5	8	5	-6.2
COc1ccccc1CNC(=O)[C@@H](NC(=O)C1CCN(C(=O)[C@@H]2CCCN2C(=O)OC(C)(C)C)CC1)C(C)C	3	5	-9	4	-9	-2	4	-7	-5	0.9
COc1ccc2oc(=O)c(/C(C)=N/Nc3ccccc3)cc2c1	-8	-1	0	6	16	-2	3	5	-2	1.8

Assay outcomes (PubChem)
